# Bioassay records (PubChem BioAssay)
# LDHA block: qHTS assay for inhibitors of human lactate dehydrogenase. L-lactate dehydrogenase A chain (Homo sapiens), P00338. purified LDHA, NADH/diaphorase-resazurin fluorescence; active compounds read low. activity change, % (values are at about 110 or 230 µM). 0.15% of 480,000 active. AID 1347041, 2019; in the data active = activity change below about -30%; inconclusive = mostly about -25% to -30%;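 note: plate controls were DMSO wells for no effect and wells without enzyme for full effect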
#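 Human LDH5 at 2 nM final in Tris HCl pH 7.4 with 0.06 mM NADH and 0.2 mM pyruvate, reacted 5 minutes at room temperature. Remaining NADH coupled via diaphorase/resazurin; resorufin fluorescence read at 0 and 20 minutes, normalized to enzyme-free and DMSO wells.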
# Vif-A3F inh: qHTS for Inhibitors of Vif-A3F Interactions: qHTS | HeLa A3F-eYFP + Vif (tagged APOBEC3F with the HIV-1 protein that degrades it), YFP fluorescence increase | Potency, µM (titrated, usually from 46.1 µM), for the others: top-dose activity, negative = active | 0.2% of 390,000 active | AID 602313, 2012; note: potency is the fitted concentration of half-maximal effect; % of control where 0% means no effect; nearly all actives have a fitted effect of over 65% in size
#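 Fluorescence increase (Ex 488/Em 500-530) after overnight compound treatment at 37 deg C flags inhibition of Vif-driven A3F-eYFP loss in stable HeLa A3F-eYFP/Vif cells seeded overnight beforehand.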
# Glioma ERSR ind: qHTS for Inducers of the Endoplasmic Reticulum Stress Response (ERSR) in Human Glioma: qHTS; AID 602332, 2012; U87-MG GRP78 promoter luciferase reporter, 16 h; 0.02% of 420,000 active; Potency, µM, for inactives: at the highest dose activation, usual class: activators; note: potency is the fitted concentration of half-maximal effect; series mostly up to about 76 µM; % of control where 0% means no effect; nearly all actives have a fitted effect of over 35% in size
#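 ERSR induction read as luciferase luminescence (Bright-Glo, 10 min at room temperature) in stably transfected human U87-MG glioma cells exposed to compounds for 16 h, using GRP78 as sensor.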
# TrxR1 substrate: qHTS Assay for Substrates of Mammalian Selenoprotein Thioredoxin Reductase 1 (TrxR1): qHTS; Thioredoxin reductase 1, cytoplasmic (Rattus norvegicus), O89049; purified TrxR1 substrate turnover, NADPH consumption readout; Potency, µM (titrated, usually from 114 µM), for inactives: top-dose activity change, negative = substrate turnover; 0.01% of 390,000 active; AID 588456, 2011; note: potency is the fitted concentration of half-maximal effect; % is set by controls: 0 for no effect and ±100 for the full control effect; nearly all actives have a fitted effect of over 50% in size
#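 Rat TrxR1, dispensed at 90 nM, was prereduced with 400 uM NADPH (final) for 5 min at ~22 deg C, then incubated with compound 15 min before 400 uM selenite. A first-read NADPH fluorescence drop versus no-compound background flagged substrates.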
# Vif-A3G inh: qHTS for Inhibitors of Vif-A3G Interactions: qHTS | DNA dC->dU-editing enzyme APOBEC-3G (Homo sapiens), Q9HC16 | HeLa A3G-eYFP + Vif (tagged APOBEC3G with the HIV-1 protein that degrades it), YFP fluorescence, overnight | Potency, µM (series often up to 46.1 µM), inactives show at the top dose activity, negative = active, most hits filed as inhibitors | 0.076% of 410,000 active | AID 602310, 2012;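 note: potency is the fitted concentration of half-maximal effect; % is set by controls: 0 for no effect and ±100 for the full control effect; nearly all actives have a fitted effect of over 60% in size; hits raise eYFP signal because A3G escapes Vif-driven loss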
#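 Read-out is eYFP fluorescence (Ex 488/Em 500-530) from Vif-expressing HeLa A3G-eYFP cells; more signal means A3G escaped Vif-mediated degradation. Cells plated overnight, compound pinned in, incubated overnight at 37 deg C.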
# TrxR1 inh: qHTS Assay for Inhibitors of Mammalian Selenoprotein Thioredoxin Reductase 1 (TrxR1): qHTS | Thioredoxin reductase 1, cytoplasmic (Rattus norvegicus), O89049 | recombinant rTrxR1, NADPH fluorescence consumption, selenite substrate | Potency, µM (highest dose often 114 µM), without a hit: at the top dose activity change, negative = inhibition, hits mostly inhibitors | 1% of 390,000 active | AID 588453, 2011; note: potency is the fitted concentration of half-maximal effect; % is set by controls: 0 for no effect and ±100 for the full control effect; nearly all actives have a fitted effect of over 65% in size
#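 Rat TrxR1 (90 nM in the dispensed reagent) was pre-reduced with 400 uM NADPH for 5 min at room temperature, then incubated with compound for 15 min. After 400 uM selenite was added, NADPH fluorescence (Ex 340/Em 450 nm) was followed for 8 min.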
# USP1 inh: Inhibitors of USP1/UAF1: Primary Screen; Ubiquitin carboxyl-terminal hydrolase 1 (Homo sapiens), O94782; recombinant USP1/UAF1, Ub-Rhodamine cleavage fluorescence; Potency, µM (highest dose often 57.1 µM), inactives show at the top dose activity change, negative = inhibition, hits mostly inhibitors; 0.23% of 390,000 active; note: potency is the fitted concentration of half-maximal effect; % is set by controls: 0 for no effect and ±100 for the full control effect; nearly all actives have a fitted effect of over 60% in size; inactives centre near -12
# Target sequence (O94782 whole entry, looked up): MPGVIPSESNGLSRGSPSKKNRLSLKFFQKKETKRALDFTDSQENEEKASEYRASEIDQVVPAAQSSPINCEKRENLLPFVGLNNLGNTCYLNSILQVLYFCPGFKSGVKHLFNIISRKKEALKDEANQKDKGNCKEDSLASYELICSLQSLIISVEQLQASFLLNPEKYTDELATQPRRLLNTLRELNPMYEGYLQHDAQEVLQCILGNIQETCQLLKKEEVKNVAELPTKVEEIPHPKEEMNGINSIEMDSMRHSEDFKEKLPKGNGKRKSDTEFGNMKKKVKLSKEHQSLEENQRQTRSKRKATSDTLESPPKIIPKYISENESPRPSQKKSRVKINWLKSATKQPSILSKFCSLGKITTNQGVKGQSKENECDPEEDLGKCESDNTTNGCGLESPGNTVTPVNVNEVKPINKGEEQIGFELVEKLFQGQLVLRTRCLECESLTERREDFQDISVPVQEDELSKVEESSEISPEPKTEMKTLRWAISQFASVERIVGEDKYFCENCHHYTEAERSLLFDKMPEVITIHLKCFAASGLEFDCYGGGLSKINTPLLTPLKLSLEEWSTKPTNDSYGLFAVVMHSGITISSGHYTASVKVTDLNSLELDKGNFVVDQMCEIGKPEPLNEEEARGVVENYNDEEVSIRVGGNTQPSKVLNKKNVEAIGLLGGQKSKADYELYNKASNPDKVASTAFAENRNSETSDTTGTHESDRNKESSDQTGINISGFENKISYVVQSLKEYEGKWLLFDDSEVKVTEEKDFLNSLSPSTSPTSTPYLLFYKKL
#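 USP1/UAF1 complex (1 nM) preincubated 15 min at room temperature with compound, then Ub-Rho substrate (150 nM final) added. Kinetic fluorescence at 480/540 nm over 6 reads at 60 s intervals; 50 mM HEPES pH 7.8, 0.5 mM EDTA, 0.1 mg/ml BSA, 1 mM TCEP, 0.01% Tween-20.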
# IDH1 R132H inh: qHTS for Inhibitors of mutant isocitrate dehydrogenase 1 (IDH1): qHTS | Potency, µM (titrated, usually from 76.6 µM), for inactives: at the top dose activity change, negative = inhibition, actives largely listed as inhibitors | IDH1-R132H enzyme, NADPH consumption, diaphorase/resazurin fluorescence | Isocitrate dehydrogenase [NADP] cytoplasmic (Homo sapiens), O75874 | 0.093% of 390,000 active | AID 602179, 2012; note: potency is the fitted concentration of half-maximal effect; % is set by controls: 0 for no effect and ±100 for the full control effect; nearly all actives have a fitted effect of over 65% in size
#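 IDH1-R132H (0.5 ug/mL dispensed) in pH 7.5 Tris buffer was preincubated 30 min with compound, then given a substrate mix of 0.016 mM NADPH and 2 mM alpha-KG for 80 min at room temperature; remaining NADPH was read by diaphorase/resazurin fluorescence.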
# RGS4 inh: Inhibitors of Regulator of G Protein Signaling (RGS) 4: qHTS. Regulator of G-protein signaling 4 (Homo sapiens), P49798. Transcreener GDP fluorescence polarization, RGS4-accelerated GTP hydrolysis. Potency, µM (series often up to 114 µM), without a hit: top-dose activity change, negative = inhibition, usual class: inhibitors. 0.039% of 390,000 active. AID 504845, 2011; note: potency is the fitted concentration of half-maximal effect; % is set by controls: 0 for no effect and ±100 for the full control effect; nearly all actives have a fitted effect of over 75% in size; some results filed as inactive show a strong effect at the top dose
# Target sequence (P49798 whole entry, looked up): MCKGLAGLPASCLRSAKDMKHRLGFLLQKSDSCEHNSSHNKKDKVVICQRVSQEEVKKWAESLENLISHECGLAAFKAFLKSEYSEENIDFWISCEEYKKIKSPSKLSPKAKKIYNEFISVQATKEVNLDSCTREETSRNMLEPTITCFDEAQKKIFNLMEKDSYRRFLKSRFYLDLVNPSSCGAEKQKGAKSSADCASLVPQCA
#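 MLSMR compounds (23 nl, pin-transferred) preincubated 10 min at room temperature with a 500nM (2x) first reagent, then RGS4 at 900nM (2x) plus Transcreener GDP mix added; fluorescence polarization (620/688 nm) read before and after 90 min at 30 °C.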
# Starred values were filed as active, the others as inactive; ? = inconclusive; . = not tested or not shown; [ ] = remark or other dose. Unless noted, calls come from the whole dose curve; as a rule, active = well fitted curve in the direction sought with a large enough effect; inconclusive = small, poorly fitted or top-dose-only effect, or another doubt; inactive = no such curve, though single readings can be large; an effect the other way counts as inactive or inconclusive. Not all compounds are listed. The share of hits here may be higher or lower than overall.
SMILES,LDHA block,Vif-A3F inh,Glioma ERSR ind,TrxR1 substrate,Vif-A3G inh,TrxR1 inh,USP1 inh,IDH1 R132H inh,RGS4 inh
CC1=NC(C)(C)CC2CCC(O)C12 (stereo not given),3,-12%,-4%,-2%,0%,5%,-9%,2%,-2%
Cc1cc(C(=O)NNC(=O)Cc2ccc(Cl)cc2)c(C)o1,-5,-12%,3%,-8%[57.1 µM],-3%,-2%,5%,-2%,-8%
COc1ccccc1C(=O)Nc1nc2ccccc2s1,1,2%,-11%,27%,-5%,7%,-18%,18%,-6%
COc1ccc(NC(=O)CN(C)C(=O)CN2C(=O)c3ccc([N+](=O)[O-])cc3C2=O)cc1,3,-3%,-4%,-7%,1%,-11%,-8%,17%,14%
Cc1onc(-c2ccccc2Cl)c1C(=O)OCC(=O)c1ccc2c(c1)OCCO2,0,-8%,-2%,7%[57.1 µM],2%,26%[57.1 µM],-13%,6%,-33%
O=C(NCC1CCCO1)C(c1ccncc1)N(Cc1cccs1)C(=O)Cn1nnc(-c2ccc(F)cc2)n1 (stereo not given),-1,1%,-3%,-4%,-1%,9%[57.1 µM],-8%,2%,16%
CC(O)CNCCOc1ccccc1OCc1ccccc1 (stereo not given),-24,7%,-6%,3%[57.1 µM],-1%,23%[57.1 µM],-17%,4%,43%
Cc1nc(-c2ccc(S(=O)(=O)NCc3ccc(OC(C)C)cc3)cc2)co1,-9,2%,-1%,-1%[57.1 µM],4%,18%[57.1 µM],-20%,-1%,-19%
Cc1ccc(S(=O)(=O)NCC(c2ccco2)S(=O)(=O)c2ccccc2)cc1 (stereo not given),-6,1%,-3%,-7%[57.1 µM],0%,-24%[57.1 µM],-12%,-9%,1%
CCc1ccc(NC(=O)CSc2cn(CC(=O)N3CCOCC3)c3ccccc23)cc1,-6,2%,2%,-4%,6%,11%,?,-7%,9%
Cc1noc(NS(=O)(=O)c2ccc(NC(=O)COc3ccc(C#N)cc3)cc2)c1C,-11,-12%,-4%,9%[57.1 µM],0%,10%[57.1 µM],-16%,7%,-14%
Cc1cccc(C(=O)OCC(=O)c2c(N)n(CC(C)C)c(=O)n(C)c2=O)c1[N+](=O)[O-],-8,1%,-4%,0%,-4%,10%,-16%,-10%,-11%
CC(C)CC1C(=O)N(Cc2cn(Cc3ccco3)nn2)CCS(=O)(=O)N1Cc1ccc(-c2ccc(F)nc2)cc1 (stereo not given),-2,6%,-3%,.,-8%,.,-27%,-7%,.
CCc1cccc(OCC2Cn3c(nc4c3c(=O)[nH]c(=O)n4C)O2)c1 (stereo not given),-7,-17%,-2%,2%,1%,10%,-17%,-3%,-6%
CCC(CC)C(=O)Nc1nc(-c2ccc3c(c2)CCN3C(=O)C2CC2)c(C)s1,-8,-5%,-3%,-12%,-6%,3%,-17%,-1%,3%
O=C(NC(=S)N1CCN(c2ccc(Cl)cc2[N+](=O)[O-])CC1)c1cccs1,-2,3%,0%,-6%,-1%,-10%,-11%,3%,-39%
O=C(NCCOc1nc(N2CCOCC2)nc(N2CCOCC2)n1)Nc1ccccc1,-4,2%,1%,3%,2%,19%,-1%,-3%,24%
COc1cccc(-c2cc(C(=O)N3CC4(C)CC3CC(C)(C)C4)no2)c1 (stereo not given),-1,-12%,0%,6%,-13%,11%,-20%,11%,21%
Cc1[nH]c2ccc(C(=O)OC(C)C(=O)NCc3ccccc3)cc2c1C (stereo not given),-6,-1%,-2%,-3%,?,-3%,-10%,2%,4%
Cc1c(NC(=O)c2cc3ccccc3o2)cccc1-c1nc2ccccc2o1,1,0%,-3%,13%,3%,12%,0%,18%,-9%
CCOC(=O)c1[nH]c2ccc(F)cc2c1N=C(C)N(CC)CC,2,1%,-2%,2%[57.1 µM],0%,11%[57.1 µM],-14%,2%,-15%
CCOc1ccc(NS(=O)(=O)c2ccc(NC(=O)N3CCCC3)cc2)cc1,-6,-1%,-1%,-4%[57.1 µM],3%,14%[57.1 µM],-21%,26%,7%
COc1ccc(C(=O)NNC(=O)Cc2ccc(-c3ccccc3)cc2)cc1OC,-9,1%,0%,3%[57.1 µM],-1%,6%[57.1 µM],-9%,-4%,0%
CCn1nc(NS(=O)(=O)c2ccc(NC(C)=O)cc2)c2cc3cccc(C)c3nc21,-1,-1%,-2%,1%,-4%,16%,-23%,-1%,8%
Cc1cc(C=Nc2ccc(/C=C/c3ccnc4ccccc34)cc2)ccc1N(C)C,1,.,-5%,-10%,-4%,-5%,.,.,.
CCN(C(=O)Cn1c(=O)n(Cc2ccccc2)c(=O)c2c1c1cc(OC)ccc1n2C)c1ccccc1,-8,0%,-2%,10%,0%,19%,-8%,27%,7%
COC(=O)C1=C(O)/C(=C\c2cc(C)n(-c3ccccc3F)c2C)N=C1C,0,-8%,-2%,-1%,-9%,16µM*,-20%,5%,-26%
CCn1cc(/C=C(/C#N)S(=O)(=O)c2ccccc2)cn1,-5,-2%,-3%,-6%,0%,-4%,-17%,0%,-17%
COc1ccc(S(=O)(=O)N2CCN(c3ccc(F)cc3)CC2)cc1-c1noc(C)n1,-10,7%,-1%,-3%,11%,1%,-5%,-2%,7%
O=C(/C=C/c1ccc([N+](=O)[O-])cc1)c1cccnc1,-9,0%,-10%,-4%,?,32µM*,-1%,5%,?
Cc1ccc(C(=O)Nn2c(O)c(C=C3N=c4ccccc4=N3)sc2=S)cc1,-7,0%,3%,5%,0%,5%,?,8%,-10%
CN(C)c1ccc(NC(=O)COC(=O)CNC(=O)c2cccs2)cc1,6,-44%,-2%,2%,-1%,13%,-21%,6%,-24%
COc1ccc(C(=O)Nc2ccc(Cl)cc2C(=O)N2CCCC(C)C2)cc1OC (stereo not given),-5,12%,-3%,14%[57.1 µM],0%,28%,-4%,14%,5%
C/C(=N\Nc1nc(N)cc(Cl)n1)c1cccc(N)c1,-1,0%,9%,-4%,-4%,-9%,1%,12%,14%
CN1C(=O)C2(N=c3ccccc3=N2)c2ccccc21,-5,3%,-2%,17%,10%,5%,1%,0%,14%
CC1CCC(NC(=O)Cn2cnc3sccc3c2=O)CC1 (stereo not given),-10,-14%,2%,-3%,-3%,-4%,-23%,-1%,-11%
CCOC(=O)C1=C(C)NC2=C(C(=O)CCC2)C1c1cn(Cc2ccc(Cl)cc2Cl)nc1-c1ccccc1 (stereo not given),2,3%,0%,132%[activator],-8%,101%[activator],-12%,-1%,11%
CCOC(=O)C(NC(=O)c1ccccc1)(Nc1cccc(C)n1)C(F)(F)F (stereo not given),1,7%,-3%,-3%[57.1 µM],3%,11%[57.1 µM],-6%,4%,-23%
CCN(CC(=O)Nc1ccc(OC)cc1)CC(=O)Nc1ccc(Br)cc1F,3,?,1%,4%,-3%,4%,-10%,8%,-10%
CCOC(=O)C1CCN(C(=O)COC(=O)CSc2ccccc2C)CC1,1,-1%,-2%,4%,5%,19%,3%,10%,-9%
O=C(NCCN1CCOCC1)c1sc2cc(Cl)ccc2c1Cl,-7,-17%,4%,9%[0.0914 µM],-2%,20%[57.1 µM],-19%,0%,-20%
CC(Oc1ccccc1)C(=O)N1CCN=C1SCc1ccccc1 (stereo not given),0,1%,-2%,-5%,-1%,18%[57.1 µM],0%,17%,30%
CC1(C)CC2CC(C)(CN2Cc2c(O)ccc3ccccc23)C1 (stereo not given),9,-18%,-2%,18%,-4%,?,-11%,-1%,-19%
COC[C@H](NS(=O)(=O)c1ccc(Br)cc1F)[C@@H](O)c1ccccc1,-2,-3%,-3%,.,1%,.,-11%,-3%,.
O=C(NC12CC3CC(CC(C3)C1)C2)OCCNC1CCCCC1,-14,-10%,-4%,6%[11.4 µM],1%,16%[11.4 µM],2%,-3%,-4%
O=C(Nc1ccc(O)cc1)c1ccccc1OCc1ccccc1,-2,-1%,5%,2%,-9%,14%,?,5%,-15%

# A few values from the results shown:
# Result for CC1(C)CC2CC(C)(CN2Cc2c(O)ccc3ccccc23)C1 (stereo not given) under TrxR1 substrate: 18%
# Result for O=C(NC12CC3CC(CC(C3)C1)C2)OCCNC1CCCCC1 under IDH1 R132H inh: -3%
